Screens as filed in PubChem.
HCV core dimer – HCV core protein dimerization inhibition | TR-FRET GST/Flag-core106 dimerization, 1536-well | inhibition, % at 5 µM | actives 0.33% (n = 300,000) | AID 1899;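 active means inhibition above the mean of all tested compounds plus 3 SD, set per screening campaign, cut at about 45% in these data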
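Assay system: Tagged HCV core106 pair (GST and Flag) | Buffer or medium: KF-containing HEPES buffer, pH 7.45, DTT, CHAPS, BSA | Also added: Eu donor and XL665 acceptor anti-tag antibodies | Dosing: One concentration, 5 µM, in 0.5% DMSO | Timing: 4 h at 22.5 °C | Technique: TR-FRET 671 and 617 nm emission | Repeats: Singlicate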
Fh CTSL1 inh – cathepsin L1 inhibition, PFM18AAP counter-screen. recombinant F. hepatica cathepsin L1, Z-Leu-Arg-MCA fluorescence. inhibition, % at 5.96 µM. actives 0.49% (n = 300,000). AID 1906;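 active means inhibition above the mean of all tested compounds plus 3 SD, set per screening campaign, cut at about 17% in these data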;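 further: 0% = plate median of test compound wells and 100% = 1 µM Z-Phe-Ala-diazomethylketone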
PP1 inh – blocks human PP1-alpha phosphatase, a PP5 counter-screen | inhibition, % at 6.7 µM | purified PP1alpha, OMFP fluorescence | actives 0.9% (n = 320,000);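 active means inhibition above the mean inhibition of all tested compounds plus 3 SD, computed separately for each screening campaign, cut at about 15% in these data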
Target sequence (P62136 whole entry, looked up): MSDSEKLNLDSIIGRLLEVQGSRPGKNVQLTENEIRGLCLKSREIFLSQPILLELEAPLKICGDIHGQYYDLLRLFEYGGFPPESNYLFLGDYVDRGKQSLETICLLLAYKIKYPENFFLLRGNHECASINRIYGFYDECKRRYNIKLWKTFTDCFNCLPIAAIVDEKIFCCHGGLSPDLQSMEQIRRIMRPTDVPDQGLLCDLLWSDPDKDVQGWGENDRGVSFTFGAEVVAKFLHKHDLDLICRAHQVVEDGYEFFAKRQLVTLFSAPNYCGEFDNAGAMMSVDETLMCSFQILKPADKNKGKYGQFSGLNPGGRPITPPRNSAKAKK
Efflux pump inh – antifungal efflux pump inhibition, Nile Red retention; S. cerevisiae Candida pump triplex; inhibition, % at 10 µM; actives 0.44% (n = 330,000); AID 485275;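 active means plate passing quality check with inhibition over a set limit, or well fluorescence over plate mean plus 4 SD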;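 further: Nile Red retained in pooled yeast measured as flow cytometry median fluorescence; 0% = buffer negative control and 100% = Enniatin B positive control; higher means more Nile Red kept so more efflux inhibition; some compounds called inactive have numbers as strong as hits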
TPT1 inh – inhibitors of Candida albicans tRNA 2'-phosphotransferase TPT1 | recombinant caTPT1, FP RNA substrate dephosphorylation | inhibition, % at 5 µM | actives 0.81% (n = 300,000);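 active means inhibition above the mean of all tested compounds plus 3 SD, set per screening campaign, cut at about 24% in these data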;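 further: plate controls were DMSO alone for no effect and ferristatin control at 100 nM for full effect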
ZTA counter – blocks Epstein-Barr virus ZTA, an EBNA-1 counter-screen; ZTA-DNA binding, fluorescence polarization; actives 0.15% (n = 320,000); AID 2234; inhibition, % at 11 µM; in the data active means inhibition above about 33%
Target sequence (P03206 whole entry, looked up): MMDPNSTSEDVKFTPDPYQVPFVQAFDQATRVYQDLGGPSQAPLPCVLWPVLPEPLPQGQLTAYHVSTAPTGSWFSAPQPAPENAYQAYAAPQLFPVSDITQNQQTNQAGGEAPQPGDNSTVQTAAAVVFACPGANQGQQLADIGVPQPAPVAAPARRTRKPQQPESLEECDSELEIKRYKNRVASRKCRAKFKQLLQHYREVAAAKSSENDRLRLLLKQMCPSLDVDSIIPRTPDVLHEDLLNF
PP5 primary – inhibitors of human protein phosphatase 5 (PP5); AID 1987; inhibition, % at 6.7 µM; actives 0.18% (n = 320,000); purified PP5c, OMFP substrate fluorescence; P53041;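 active means inhibition above the campaign's mean inhibition across all tested compounds plus 3 SD, cut at about 9.5% in these data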;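 further: 0% = DMSO only and 100% = 100 µM cantharidin control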
Target sequence (P53041 whole entry, looked up): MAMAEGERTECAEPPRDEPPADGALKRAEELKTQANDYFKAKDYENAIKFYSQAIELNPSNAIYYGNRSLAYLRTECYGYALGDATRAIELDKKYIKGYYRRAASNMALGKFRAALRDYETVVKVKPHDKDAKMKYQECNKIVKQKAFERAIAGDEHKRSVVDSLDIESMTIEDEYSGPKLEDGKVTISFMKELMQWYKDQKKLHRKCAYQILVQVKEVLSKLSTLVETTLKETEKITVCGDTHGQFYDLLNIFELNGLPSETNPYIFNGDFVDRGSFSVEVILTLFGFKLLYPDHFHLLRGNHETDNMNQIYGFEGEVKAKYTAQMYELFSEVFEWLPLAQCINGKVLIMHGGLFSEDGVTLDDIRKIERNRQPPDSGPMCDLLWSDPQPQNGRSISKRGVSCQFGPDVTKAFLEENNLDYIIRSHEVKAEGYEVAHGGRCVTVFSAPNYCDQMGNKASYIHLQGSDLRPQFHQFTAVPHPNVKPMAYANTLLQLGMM
EBNA-1 inh – blocks EBNA-1 binding to DNA. inhibition, % at 14.8 µM. AID 1950. actives 0.34% (n = 300,000). EBNA-1 DNA binding, fluorescence polarization; in the data active means inhibition above about 28%
PREPL inhibitor – inhibitors of human prolyl oligopeptidase-like enzyme PREPL; Q4J6C6; recombinant PREPL, fluorescence polarization activity-based probe; inhibition, % at 5.96 µM; actives 0.68% (n = 320,000); AID 2751; in the data active means inhibition above about 43%;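 further: 0% = enzyme with DMSO and 100% = wells lacking enzyme; many of its hits are not listed in these tables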
Numbers without * were called inactive; nt = no result given. This is a subset; count on the stated rates, not on these rows.

SMILES	HCV core dimer	Fh CTSL1 inh	PP1 inh	Efflux pump inh	TPT1 inh	ZTA counter	PP5 primary	EBNA-1 inh	PREPL inhibitor
CCOC(=O)C1(CC)NC(c2ccc(OC)c(OC)c2)C2C(=O)N(c3cccc(C(C)=O)c3)C(=O)C21 (centres undefined)	6	-6	1	-0.1	-4	4	-0.1	10	3
COc1cccc(-n2c(C)nc3c(cnn3-c3ccc(C)cc3)c2=O)c1	-1	4	1	0.0	-3	16	0.8	2	11
O=C(CN1C(=O)CSC1=O)Nc1ccccc1F	-7	-1	2	-0.1	-4	-3	3.0	-8	1
COc1ccc(-n2nc(C(=O)NCC(=O)N3CCCC(C)C3)c3ccccc3c2=O)cc1Cl (centres undefined)	12	3	2	-0.1	0	4	4.3	-12	-5
N#CCN1C(=O)C(=O)N(Cc2cccc(C(F)(F)F)c2)C1=O	-4	-1	0	-0.1	-2	-6	1.4	-10	8
COCCN(C(=S)Nc1ccccc1OC)C1CCN(C(C)C)CC1	0	-2	-3	-0.1	0	-20	2.0	7	0
COc1ccc(CCN2CC(C(=O)N(C)C3CCOCC3)CCC2=O)cc1 (centres undefined)	2	-2	-4	-0.3	0	-8	0.7	-8	4
Cc1noc(C)c1CSc1nc2ccccc2nc1NS(=O)(=O)c1ccc(Cl)cc1	25	-1	-3	0.3	5	3	6.3	2	5
CCOCCCn1c(=S)[nH]c2ncccc2c1=O	2	3	12	-0.1	-4	-12	1.3	-22	-11
c1ccc2c(c1)[nH]c1ccncc12	-13	4	4	-0.2	-4	-7	-1.4	2	7
CN1CCc2ccc(NC(=O)c3ccc(C(F)(F)F)cc3)cc2C1	3	-1	-2	0.1	2	1	3.5	-6	7
COc1ccc(C(=O)/C=C/c2cccc(OCc3ccccc3)c2)cc1CSCC(=O)O	21	-3	1	0.3	2	24	1.4	-9	-3
COc1ccc(C(=O)NC(=S)NCc2cccnc2)cc1Br	-2	0	0	-0.5	-5	9	-0.1	12	-18
O=c1ccc(-c2ccc(S(=O)(=O)Nc3cccc(F)c3)o2)n[nH]1	-16	-1	1	-0.1	-2	7	0.7	7	-2
COC(=O)Cn1c(=NC(=O)c2nc3ccccc3s2)sc2cc(S(N)(=O)=O)ccc21	19	3	1	-0.3	2	12	-0.6	3	-2
Cc1nc2scc(-c3ccccc3)c2c(=O)n1N	-4	-5	-9	0.0	-3	-11	7.3	5	-12
N#Cc1ccncc1Sc1ccc(Cl)cc1	8	3	1	0.0	0	14	-2.9	3	-7
CCN1C(=O)N[C@@H](CCc2ccccc2)[C@H](C(=O)OC)[C@H]1C	-2	-2	0	-0.1	-1	-10	1.1	4	4
c1ccc(COc2ccc(-c3sc(Nc4ccccc4)n[n+]3-c3ccccc3)cc2)cc1	-2	2	20*	0.3	-1	0	5.0	3	41
O=C(N=Nc1c(O)n(C2OC(=O)c3ccccc32)c2ccccc12)c1ccco1 (centres undefined)	2	3	-7	0.3	1	7	3.1	-1	-7
O=[N+]([O-])c1cccc(S(=O)(=O)Nc2ccc(-c3ccc(N4CCCC4)nn3)cc2)c1	2	1	-5	0.0	-5	-9	3.0	4	-4
Cc1cccc(N2CCN(C(=O)Cn3ccc4ccccc4c3=O)CC2)c1C	1	-4	2	-0.2	-5	-39	2.6	-5	4
COc1ccc(-c2nnc(SCC(=O)c3cccs3)n2-c2ccc(Cl)cc2)cc1	5	-1	4	0.1	-1	0	1.8	-2	-22
CCOC(=O)c1sc(NC(=O)c2cccc(S(=O)(=O)N3CCN(C)CC3)c2)cc1C	3	1	4	-0.1	1	4	1.2	-3	-1
COc1ccc(CNC(=O)C(=O)NCC2OCCN2S(=O)(=O)c2ccccc2)cc1 (centres undefined)	-7	-1	7	-1.0	-1	-3	0.8	-2	5
CCCNC(=O)c1ccc(-c2nc3ccccc3s2)s1	3	1	2	-0.1	5	20	-1.4	8	0
COc1cc(/C=N/NC(=O)C(=O)/C=C2\NC(C)(C)Cc3ccccc32)ccc1O	2	1	-1	0.0	2	-24	4.0	-13	9
CCCC1(C)SC(NC(C)=O)=NN1C(C)=O (centres undefined)	-1	1	2	0.1	-1	-4	1.7	6	-10
CSc1nc(N2CCOCC2)c2c3c(sc2n1)CCCC3	8	2	2	0.0	-2	-7	-2.0	8	14
CCCCC1CCC(C(=O)Nc2ccc(S(=O)(=O)Nc3nccs3)cc2)CC1 (centres undefined)	22	2	-1	0.2	-4	-2	3.2	-8	12

One compound at a time, from the list above. Screens in order: HCV core dimer | Fh CTSL1 inh | PP1 inh | Efflux pump inh | TPT1 inh | ZTA counter | PP5 primary | EBNA-1 inh | PREPL inhibitor
COc1ccc(CCN2CC(C(=O)N(C)C3CCOCC3)CCC2=O)cc1 (centres undefined) in the list: 2 | -2 | -4 | -0.3 | 0 | -8 | 0.7 | -8 | 4
CCOC(=O)C1(CC)NC(c2ccc(OC)c(OC)c2)C2C(=O)N(c3cccc(C(C)=O)c3)C(=O)C21 (centres undefined) in the list: 6 | -6 | 1 | -0.1 | -4 | 4 | -0.1 | 10 | 3
CCCNC(=O)c1ccc(-c2nc3ccccc3s2)s1 in the list: 3 | 1 | 2 | -0.1 | 5 | 20 | -1.4 | 8 | 0
CCCC1(C)SC(NC(C)=O)=NN1C(C)=O (centres undefined) in the list: -1 | 1 | 2 | 0.1 | -1 | -4 | 1.7 | 6 | -10
CCCCC1CCC(C(=O)Nc2ccc(S(=O)(=O)Nc3nccs3)cc2)CC1 (centres undefined) in the list: 22 | 2 | -1 | 0.2 | -4 | -2 | 3.2 | -8 | 12

(continued)
SMILES	HCV core dimer	Fh CTSL1 inh	PP1 inh	Efflux pump inh	TPT1 inh	ZTA counter	PP5 primary	EBNA-1 inh	PREPL inhibitor
O=C(NNc1nc2c(F)cccc2s1)c1cc(=O)c2ccccc2o1	-1	2	3	-0.4	8	10	0.2	5	42
O=C(Nc1cccc(NC(=O)c2ccc3c(c2)OCO3)c1)c1ccccc1	-5	1	-4	-0.2	0	-4	0.2	0	-14
Cc1c(NC(=O)CSCc2ccc(Cl)cc2Cl)cccc1C(=O)O	2	19*	-5	-0.1	-1	-3	1.8	-4	-6
O=[N+]([O-])c1cccc(Nc2c3ccccc3nc3ccccc23)c1	-2	-5	-3	0.2	0	-8	3.0	6	-2
COc1ccccc1N1CCN(/N=C\c2cccnc2)CC1	4	0	1	0.0	0	6	0.0	10	-7
CN1C(=O)c2ccc(C(=O)NCc3ccccn3)cc2C1=O	-3	0	-2	-4.2	-1	0	-1.1	0	1
Cc1ccc(CNC(=O)C2CCCN(c3ncnc4c3nc3n4CCCCC3)C2)cc1 (centres undefined)	1	-3	6	0.1	-3	2	3.0	-6	9
CN(C)C1=NC[C@H](Cc2ccccc2)N1CC1CCCC1	-8	-1	1	-0.1	-3	-5	0.9	-2	6
O=C(NC1CCCc2c1cnn2-c1ccc(F)cc1F)c1ccccn1 (centres undefined)	-13	2	2	0.0	-1	0	1.6	8	19
CCc1cc2c(cc(C(=O)O)n2C)s1	3	-1	0	0.0	-3	1	0.0	1	-7
COC(=O)CSc1nc(NCC(C)C)nc(N2CCOCC2)n1	-4	-4	-8	0.0	1	-8	3.7	-2	7
CCOC(=O)CCc1c(C)c2ccc(OCC(=O)OC(C)C)cc2oc1=O	3	2	-2	0.1	-2	-13	2.6	-8	2
CCOCCCn1c(=S)[nH]c2cc(C(=O)N3CCC(C(N)=O)CC3)ccc2c1=O	1	1	-3	-0.1	-4	8	0.7	6	-9
COc1cccc(C(=O)SC2=NCCS2)c1	-4	0	-1	0.0	1	-8	1.1	3	5
CC(Sc1cccc[n+]1[O-])c1ccccc1 (centres undefined)	-8	-3	0	0.2	4	5	-0.7	-12	8
Clc1ccc(CSc2nnc(-c3cccnc3)o2)cc1	4	3	-3	-0.1	-4	15	1.2	5	0
CS(=O)(=O)N1CCC(c2noc(-c3ccc(C(F)(F)F)cc3)n2)CC1	0	-3	-6	0.0	-7	-5	1.9	-2	-2
CN(CC(=O)Nc1ccc(F)c(F)c1F)C(=O)CCN1C(=O)C2CCCCC2C1=O (centres undefined)	nt	nt	-3	-0.1	nt	11	1.6	nt	-1
C/C(Nc1ccccc1)=C(/C#N)C(N)=O	-1	1	1	-0.2	2	-4	0.3	-2	-1
O=C(c1cc2ccccc2oc1=O)N(Cc1ccccc1)CC1CCCO1 (centres undefined)	8	1	-1	0.0	-2	5	-0.1	9	5
COc1ccc(CCNC(=O)CCSc2nc(-c3ccco3)cc(C(F)(F)F)n2)cc1	5	3	4	-0.1	2	-17	2.2	-1	-5
Cc1cnc(C(=O)OCC(=O)Nc2cc(Cl)cc(Cl)c2)cn1	-1	-8	-1	0.2	-1	-4	1.7	-6	-17
Cc1ccc(C)c(N2CCN(C(=O)C3CCCN(S(=O)(=O)c4cnc[nH]4)C3)CC2)c1 (centres undefined)	-2	-1	-1	-0.3	-1	3	2.9	13	3
Cc1ccc(N=Nc2[nH]c3ccccc3c2O)cc1	2	4	0	0.1	24*	-12	1.6	-7	1
NC(=O)c1ccc(NC(=O)COc2ccc([N+](=O)[O-])cc2Cl)cc1	3	-1	0	-0.1	2	17	1.0	-4	-22
Cc1ccc(O)c(-c2cc(-c3cccc(Br)c3)n[nH]2)c1	2	-9	8	0.3	1	8	1.4	-15	12
COc1ccc(Oc2cnn(-c3ccccc3)c(=O)c2Br)cc1	23	-4	2	-0.1	-1	8	-2.8	9	16
CC(C)Nc1nnc(SC(C)C(=O)N(C)C2CCCCC2)s1 (centres undefined)	0	1	-1	0.0	-2	2	3.6	-9	-1
Cn1c(=O)n(CCCOc2ccc(Br)cc2)c2ccccc21	2	4	2	0.0	2	-13	4.5	-21	-30
CCN(CC)Cc1c(O)ccc2c(C)c(CC(=O)OC)c(=O)oc12	5	6	-2	0.1	0	-11	4.8	0	6
O=C(COC(=O)CNC(=O)c1ccc(Cl)cc1Cl)NNC(=O)c1ccccc1	nt	nt	0	-0.4	nt	-15	0.8	nt	26
COc1ccc(NS(=O)(=O)c2ccc(C)c(C(=O)NCC(c3ccco3)N3CCCCC3)c2)cc1 (centres undefined)	-2	1	-3	0.1	-1	-1	-1.1	-11	1
CCN1CCN(Cc2cc(=O)oc3cc4c(cc23)CCC4)CC1	2	2	0	-0.1	-7	-4	-0.2	3	16
O=C(O)CCC(NC(=O)C1CCCN1C(=O)OCc1ccccc1)C(=O)O (centres undefined)	3	-4	-7	0.3	0	6	-2.2	-7	-1
CCN(C/C=C/c1ccccc1OC)Cc1ccccc1	-1	-1	1	0.2	3	16	4.6	5	-21
CCOC(=O)Cc1csc(NC(=O)c2ccncc2)n1	1	-4	-6	0.3	0	1	2.4	-10	12
COc1cc(CC(=O)NC(c2ccccc2)c2ccccc2)cc(OC)c1OC	-12	0	-3	-0.1	-5	-4	0.8	-4	11
CCN(CC)CC(=O)NC1CC(C)(C)Cc2c1cnn2-c1ccc(F)cc1 (centres undefined)	3	-6	1	0.1	-3	-9	0.9	-7	-33
C/C(=N\NC(=O)c1ccccc1C)c1cccnc1	4	-2	0	0.1	0	15	-0.8	-6	13
Cc1ccc(N(CC(O)CN2CCCCC2)S(=O)(=O)c2ccccc2)cc1 (centres undefined)	-5	-3	2	-0.1	2	-8	1.1	-6	-25
CCCCC[C@H](O)/C=C/[C@@H]1[C@@H](C/C=C\CCCC(=O)O)[C@@H](O)C[C@H]1O	8	-5	-2	-0.1	-2	1	0.7	-3	-6
O=C(O)c1cc(O)c2c(c1)C(=O)c1cc(O)cc(O)c1C2=O	-21	4	1	0.0	-3	12	4.5	-2	-1
CCCCCCn1nc(C(=O)N(CCOC)c2c(N)n(CCCC)c(=O)[nH]c2=O)c2ccccc2c1=O	-2	6	3	0.1	0	-14	0.5	-7	7
O=[N+]([O-])c1ccc(N(c2ccccc2)c2ccccc2)cc1	9	2	-2	0.1	30*	-2	9.9*	-17	4
